# 12-LOX inh = blocks human arachidonate 12S-lipoxygenase | purified 12hLO, xylenol orange hydroperoxide absorbance | 1.1% of 580,000 active | P18054 | Potency, µM (highest dose often 108 µM), for inactives: at the top dose activity change, negative = inhibition, actives largely listed as inhibitors; active = well fitted inhibition curve with a large enough effect; inconclusive = small, poorly fitted or top-dose-only effect, or another doubt; inactive = no such curve, though single readings can be large or run the other way
# Target sequence (P18054 whole entry, looked up): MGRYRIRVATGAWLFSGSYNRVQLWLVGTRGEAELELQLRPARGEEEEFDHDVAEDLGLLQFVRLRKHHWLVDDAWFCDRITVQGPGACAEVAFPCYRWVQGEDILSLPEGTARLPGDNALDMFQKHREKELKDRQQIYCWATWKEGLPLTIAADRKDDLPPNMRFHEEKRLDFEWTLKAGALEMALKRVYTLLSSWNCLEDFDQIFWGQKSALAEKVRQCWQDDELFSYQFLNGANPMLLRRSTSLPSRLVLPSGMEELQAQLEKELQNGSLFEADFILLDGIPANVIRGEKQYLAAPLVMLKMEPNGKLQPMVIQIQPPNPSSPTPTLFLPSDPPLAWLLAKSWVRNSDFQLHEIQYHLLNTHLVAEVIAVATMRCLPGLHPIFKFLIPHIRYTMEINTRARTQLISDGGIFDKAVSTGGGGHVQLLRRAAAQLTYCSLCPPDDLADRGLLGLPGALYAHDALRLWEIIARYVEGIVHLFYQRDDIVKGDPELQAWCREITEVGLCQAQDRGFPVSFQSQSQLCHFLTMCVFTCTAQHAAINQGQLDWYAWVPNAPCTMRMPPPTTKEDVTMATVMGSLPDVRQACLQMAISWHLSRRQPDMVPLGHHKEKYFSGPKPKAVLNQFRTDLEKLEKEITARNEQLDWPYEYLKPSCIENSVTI
#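 Purified human 12hLO at 150 nM in 25 mM Hepes, 0.01% Triton X-100, pH 7.0, preincubated 15 min at room temperature with compound. Reaction started with 40 uM arachidonic acid, 30 min at room temperature. Hydroperoxide measured by Fe-xylenol orange, 573/405 nm absorbance ratio.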
# * hit, by the source's call; ? = inconclusive; [ ] = dose if it differs, or a comment. % is scaled to controls: 0 for no effect and ±100 for the full control effect; potency is read from the fitted curve at half-maximal effect. The list is partial. The share of hits here may be higher or lower than overall.
SMILES,12-LOX inh
O=C1CCN(S(=O)(=O)c2ccccc2)CCCN(C(=O)Cc2cccc(F)c2)CCN1,6%
CC(C)CCN1CCOc2cc(C(=O)Nc3ccc(F)cc3)ccc2C1,-13%[176 µM]
COc1cccc(CN2CCC3(COc4ccccc4C(=O)N3)C2)c1 (stereo not given),-6%[176 µM]
CCN(CC)S(=O)(=O)c1ccc(C(=O)Nc2ccc(C)cc2Br)cc1,-41%
N=C(N)SCc1ccc([N+](=O)[O-])cc1,-21%
CCS(=O)(=O)Nc1cc(C(=O)N[C@H]2CCCCNC2=O)c2c(c1)nc(-c1ccccc1)n2C,3%
Cc1ccc(C(=O)N2CCC3(C2)C(=O)N(C)c2ccccc23)cc1 (stereo not given),41%[activator][176 µM]
COc1ccc(CNC(=O)c2cnn(-c3nccc(-c4ccco4)n3)c2C)cc1OC,8%
CCOc1ccc(-c2nc(C3CC(=O)N(c4ccc(F)c(Cl)c4)C3)no2)cc1 (stereo not given),13%
O=C(Cc1ccc(Cl)cc1)NC1CCN(c2ccccc2)C1=O (stereo not given),-9%
CN(C)C(=O)NCCCC#Cc1ccccc1,34%
COc1cccc(-c2n[nH]c3c2CC(=O)N(CCc2ccncc2)C3)c1OC,25%[176 µM]
CC1CCCC(NC(=O)c2cc(Sc3cccc(Cl)c3)nc3ccccc23)C1C (stereo not given),-35%
Cc1cccc(OCC(=O)Nc2cc(-c3nc4ccccc4o3)ccc2C)c1,?
COC(=O)c1cc(S(=O)(=O)N(C)CC(=O)N2CCN(c3cc(Cl)ccc3C)CC2)cn1C,-4%
COc1ncc(-c2cc3c(nc2OC)nc(CCc2ccccc2)n3C)cn1,-1%[176 µM]
O=C(NC1CCCCCCC1)C1CCN(C(=O)c2ncn3c2COC(c2ccc(F)cc2)C3)CC1 (stereo not given),-6%
Cc1ccc(NC(=O)CSc2ncnc3ccccc23)c(C)c1,1%
O=C(C1CCCCC1)N(Cc1cccs1)C1CC1,2%
COC(=O)CCC(=O)c1cc(OC)ccc1OC,6%
CCCN(CCC)S(=O)(=O)c1c(C(=O)OCC)c(C)n(C)c1C,?
COC(=O)[C@H](NC(=O)Nc1ccc(C)cc1C)C(C)C,-19%
O=c1cc(-c2cccnc2)oc2c(NCC3CCOCC3)nccc12,-17%[176 µM]
COc1cc(NC(=O)Cn2c(N3CCc4ccccc4C3)nc(C)cc2=O)cc(OC)c1,7%
Fc1ccc(NC(=S)N(Cc2ccccc2)Cc2ccccc2)cc1,?
COc1ccc2oc(-c3ccc(C)c(NC(C)=O)c3)nc2c1,?
CC(Cc1ccco1)NC(=O)c1cc2cc(S(=O)(=O)N(C)C)ccc2n1C (stereo not given),-4%
COc1ccc(/C=C/c2nc3cc(Cl)ccc3o2)cc1OC,2%
Cc1cnc(C(=O)NC2CCN(C(=O)N3CC4CC(C3)[C@H]3CCCC(=O)N3C4)CC2)cn1 (stereo not given in full),37%[activator]
CNC(=O)N1CCC(C2CCN(C(=O)C3CCCCCC3)C2)CC1 (stereo not given),40%[activator]

# Part of the list above in order of formula weight, falling:
SMILES,12-LOX inh
O=C(NC1CCCCCCC1)C1CCN(C(=O)c2ncn3c2COC(c2ccc(F)cc2)C3)CC1 (stereo not given),-6%
COc1ccc2oc(-c3ccc(C)c(NC(C)=O)c3)nc2c1,?
COC(=O)[C@H](NC(=O)Nc1ccc(C)cc1C)C(C)C,-19%

# Later entries.
SMILES,12-LOX inh
O=S(=O)(NCC(O)Cn1c2ccc(Cl)cc2c2cc(Cl)ccc21)c1ccccc1 (stereo not given),?
CCOC(=O)C(C)Oc1ccc2c(=O)c(-c3csc(C)n3)coc2c1 (stereo not given),-6%
COC(=O)C1=C(C)NC(C)=C(C(=O)OCC2CCCO2)C1c1ccc(Cl)c([N+](=O)[O-])c1 (stereo not given),402%[activator]
Cc1ccc(NC(=O)CN2C(=O)NC(c3ccccc3Cl)C3=C2COC3=O)cc1C (stereo not given),-6%
COc1ccc(C2Cn3nnc(C(=O)N4CCC(C(N)=O)CC4)c3CO2)cc1 (stereo not given),40%[activator]
COCCNC(=O)[C@@]12CCCC[C@H]1N(CCC(C)C)C(=O)CC2,29%
COc1ccc(-c2nc(SCc3cc(=O)c4cccc(Cl)c4[nH]3)n[nH]2)cc1,-32%
CC(C)Cn1c(-c2ccccc2)cnc1SC(C)C(=O)NC(N)=O (stereo not given),8%
Clc1ccccc1C1Cn2cnc(-c3nc(-c4ccccc4)no3)c2CO1 (stereo not given),0%
O=C1N(C2CCCCC2)C[C@H]2CN(S(=O)(=O)c3ccccc3)CCN12,15%[176 µM]
O=C1NC(=NC2CCCCC2)C2(CCN(Cc3ccccc3)CC2)N1c1cc(F)cc(F)c1,7%[6.33 µM]
CC(=O)Nc1ccc(OCCC2CCCCC2)cc1,-9%
CCn1c(Cn2ccc3ccccc3c2=O)nnc1C1CC(N)C1 (stereo not given),79%[activator]
O=C1C=C(NCCc2ccc(Cl)cc2)C2(CCCCC2)O1,-37%
O=C(Nc1ccc(F)c(S(=O)(=O)N2CCOCC2)c1)C(Sc1ccccc1)c1ccccc1 (stereo not given),-30%
CC[C@H](C(=O)N1CCC2(CC1)Nc1ccccc1NC2=O)c1ccccc1,8%
CCc1noc(CN2CCN(c3oc(-c4ccco4)nc3C#N)CC2)n1,-51%
CS(=O)(=O)N1CCC2(CC1)SCC(=O)N2c1ccccc1,14%
CCc1ccc(CNC(=O)c2cc3c(N4CCSCC4)nc(C)cn3n2)cc1,33%[activator]
COc1ccc(C(=O)N2C(C(=O)N3CCOCC3)COC23CCN(C(=O)C2CCC2)CC3)cc1 (stereo not given),42%
COc1ccc2c(c1)[C@@H](NC(=O)OCc1ccccc1)[C@H](C)[C@@H](c1ccccc1)N2C(=O)Nc1ccc(C(F)(F)F)cc1,12%
CC(C)(O)CCc1cccc(C(=O)N[C@H]2CCC[C@H]2C(N)=O)c1,-1%
O=C(Cc1coc(-c2ccccc2)n1)NC1CCCC1,-15%
Cc1oc(-c2cccs2)nc1CC(=O)N1CCOC(C)C1 (stereo not given),-6%
COCc1cc(C[C@@H]2CC[C@H](O)[C@@H](CNC3CCN(C)CC3)O2)no1,26%[176 µM]
COc1ccc(C(=O)N2CCc3nnc([C@@H]4C[C@@H](O)CN4C(C)C)n3CC2)cn1,65%[activator]
C[C@H](NC(=O)[C@H](C)NC(=O)C1CC(=O)N(c2ccc(F)cc2)C1)C(=O)O (stereo not given in full),?
O=C(NC[C@H]1O[C@H](Cc2cc(-c3ccc(F)cc3)on2)CC[C@@H]1O)c1ccccc1F,9%[176 µM]
O=C(c1ccc(Cl)nc1)N1CCC2(CC1)CC(=O)N(c1ccccc1)c1ccccc1O2,21%
COCCN1C(=O)c2ccccc2C(C(=O)Nc2ccc(OC)c(Cl)c2)C12CCCC2 (stereo not given),0%
CC(=O)Nc1ccc(-c2csc(Nc3ccc(Br)cc3)n2)cc1,-23%
Cc1ccccc1C(=O)N1CCC2(CC1)NC(=O)N(c1ccccc1)N2,?
Cc1cc(C(=O)N2C[C@@H](CO)[C@H](N(C)C)C2)no1,13%
CCOC(=O)C1C(=O)C=C(c2ccc(F)cc2)CC1c1cccc(F)c1 (stereo not given),?
CCC(Cn1ccnc1-c1ccc(SC)cc1)N1CCN(C)CC1 (stereo not given),54%[activator]
Cc1c(CC(=O)NC[C@@H](C)O)c(=O)oc2cc(O)c(Cl)cc12,-8%
O=S(=O)(NCCCO)c1ccc(Cl)c2ccccc12,0%
CCc1noc(CN2CCN(Cc3cc(C)no3)CC2)n1,-26%
COc1ccc(Cc2nnc3n2N(C(C)=O)C(c2ccc(Cl)c(Cl)c2)=C(C(C)=O)S3)cc1,3%
CC(=O)C1=C(C)N(Cc2ccc(Br)cc2)C(=S)NC1c1cccc(F)c1 (stereo not given),45µM*
CCOc1ccc(C(CC(=O)Nc2cc(OC)cc(OC)c2)N2Cc3ccccc3C2=O)cc1OC (stereo not given),?
O=C1OCC2=Nc3cccc4cccc(c34)N12,-5%
COc1ccc(CNc2nc(-c3ccc(N(C)C)cc3)nc3ccccc23)c(OC)c1,?
Nc1ncnc2sc3c(c12)CCN(C(=O)c1ccccc1)C3,?
O=C(CCc1ncc(-c2ccc(F)cc2)o1)N1CCCCC1Cc1ccccc1 (stereo not given),-28%
Cn1nnc(-c2cccc(NC(=O)Cn3nc4c(cc3=O)CCCC4)c2)n1,55%[activator]
COCC(=O)NC[C@H]1O[C@H](Cc2cc(COC)on2)CC[C@@H]1O,12%[176 µM]
CCn1cc(C(=O)N2CCC3(CC2)CN(C2CCC2)CC3CO)cn1 (stereo not given),59%[activator]
O=C(CCc1ccc(-c2cccs2)o1)NC[C@@H]1C[C@H](F)CN1,-13%
CCCCCCCCSCCCCC(=O)O,-59%
O=C(NCC(O)c1ccc(F)c(F)c1)Nc1nnc(C2CC2)s1 (stereo not given),25%
COC(=O)c1cc(OCc2ccccc2C#N)cc(C(=O)OC)c1,15%
O=C(NC(c1ccccc1)c1ccc(Br)cc1)C(c1ccccc1)C1CCCC1 (stereo not given),2%
Cn1c(=O)c2c(ncn2CCC(=O)Nc2cccc(Cl)c2)n(C)c1=O,16%
O=Cc1cccn1-c1ccc(F)cc1F,-20%
C[S+](=O)([O-])c1ccc(-c2cnc3n[nH]c(-c4ccccc4)c3n2)cc1,50%[activator][176 µM]
COc1ccccc1N1CCN(c2ncc3c(n2)CCCC3=O)CC1,21%
O=C(NCc1ccccc1)NCC1CCCN(Cc2ccccn2)C1 (stereo not given),56%[activator]
Cn1nc(C(=O)OCCOc2cccc(Br)c2)c2ccccc2c1=O,4%
O=C1NCCCCCCN(C(=O)CCCc2ccccc2)[C@H]2CCCC[C@@H]12,20%
# (listing goes on)
SMILES,12-LOX inh
CCN1CCN(C(=O)CN2C(=O)c3cccnc3Oc3ccc(Cl)cc32)CC1,-1%
CCc1ccc(CNC(=O)c2cc3n(n2)CC(c2ccc4c(c2)OCO4)OC3)cc1 (stereo not given),-4%
O=C(Nc1cccc(Cl)c1)c1cnc2c(c1)N(C(=O)CCc1ccccc1)CCC2,14%[176 µM]
COc1ccc(CN[C@H]2C[C@H]3C(=O)NC[C@@H](CCC(=O)NCc4ccc(F)cc4)N3C2)cc1,46%[activator]
CC(NC(=O)OCc1ccccc1)c1nc2cccnc2n1Cc1ccccc1 (stereo not given),58%[activator]
Cc1cc(C2CC(C(=O)NCc3ccco3)CN(C(=O)NC(C)C)C2)ccc1F (stereo not given),32%
O=C(N[C@H]1CO[C@H]2[C@@H]1OC[C@@H]2Nc1nccc(-c2ccc(-c3ccccc3)cc2)n1)c1ccc2c(c1)OCO2,2%
Cc1ccsc1CN1CCc2nc(N3CCOCC3)[nH]c(=O)c2CC1,33%[activator]
CC[C@H]1CN(C(=O)Nc2ccccc2)CC[C@H]1CC(=O)NCc1ccccc1,30%[176 µM]
CC(C)CC(=O)Nc1cc(C(C)(C)C)ccc1O,-47%
CN(CCc1ccccc1)CC[C@@H]1CC[C@H](O)[C@@H](C(=O)NC2CCCCC2)O1,?
COC(=O)C1=C(CN2CCN(C(C)C)CC2)NC(=O)NC1c1ccc(C)cc1 (stereo not given),-12%
Cc1cccc(CN2CCCCCCNC(=O)[C@@H]3CCC[C@@H]32)c1,139%[activator]
CC(=O)c1ccc(C(=O)OC(C)C(=O)c2ccc(C)cc2)s1 (stereo not given),?
CCCCNC(=O)c1ccc2c(Cl)c3c(nc2c1)CCCC3,?

# 15 neighbouring compounds already listed:
SMILES,12-LOX inh
O=C(NCc1ccccc1)NCC1CCCN(Cc2ccccn2)C1 (stereo not given),56%[activator]
Cn1nc(C(=O)OCCOc2cccc(Br)c2)c2ccccc2c1=O,4%
O=C1NCCCCCCN(C(=O)CCCc2ccccc2)[C@H]2CCCC[C@@H]12,20%
CCN1CCN(C(=O)CN2C(=O)c3cccnc3Oc3ccc(Cl)cc32)CC1,-1%
CCc1ccc(CNC(=O)c2cc3n(n2)CC(c2ccc4c(c2)OCO4)OC3)cc1 (stereo not given),-4%
O=C(Nc1cccc(Cl)c1)c1cnc2c(c1)N(C(=O)CCc1ccccc1)CCC2,14%[176 µM]
COc1ccc(CN[C@H]2C[C@H]3C(=O)NC[C@@H](CCC(=O)NCc4ccc(F)cc4)N3C2)cc1,46%[activator]
CC(NC(=O)OCc1ccccc1)c1nc2cccnc2n1Cc1ccccc1 (stereo not given),58%[activator]
Cc1cc(C2CC(C(=O)NCc3ccco3)CN(C(=O)NC(C)C)C2)ccc1F (stereo not given),32%
O=C(N[C@H]1CO[C@H]2[C@@H]1OC[C@@H]2Nc1nccc(-c2ccc(-c3ccccc3)cc2)n1)c1ccc2c(c1)OCO2,2%
Cc1ccsc1CN1CCc2nc(N3CCOCC3)[nH]c(=O)c2CC1,33%[activator]
CC[C@H]1CN(C(=O)Nc2ccccc2)CC[C@H]1CC(=O)NCc1ccccc1,30%[176 µM]
CC(C)CC(=O)Nc1cc(C(C)(C)C)ccc1O,-47%
CN(CCc1ccccc1)CC[C@@H]1CC[C@H](O)[C@@H](C(=O)NC2CCCCC2)O1,?
COC(=O)C1=C(CN2CCN(C(C)C)CC2)NC(=O)NC1c1ccc(C)cc1 (stereo not given),-12%

# Next entries follow:
SMILES,12-LOX inh
COc1cccn(CC(=O)N(Cc2ccc(SC)cc2)C2CC2)c1=O,0%
Cc1[nH]c2ccccc2c1C(=O)N1CCN(S(=O)(=O)c2cc(F)ccc2F)CC1,?
Cc1cc(=O)n2[nH]c(CC(=O)N3CCn4nc(C(C)O)cc4C3)nc2n1 (stereo not given),13%
COc1ccc(S(=O)(=O)N2CCCC(c3nn[nH]n3)C2)cc1 (stereo not given),1%
COc1ccc(C(=O)N[C@@H]2C(=O)Nc3c(c(C)nn3C)[C@H]2c2ccc(C)cc2)cc1OC,-31%
Cc1ccc(S(=O)(=O)Nc2nc3ccccc3nc2Nc2cccc(C(=O)O)c2)cc1C,7%
Cc1ccc(CN2CCCC3(CNc4ccccc4[S+](=O)([O-])N3)C2)cc1 (stereo not given),7%
CC1(C)C(=O)Nc2ccc(S(=O)(=O)Nc3ccccc3)cc21,-1%
CC(C)CN1CCn2c(nc3cc(C(=O)NC(C)C)ccc32)C1,2%
